Screens: PubChem BioAssay, several laboratories
Cardio protect – protects H9c2 cardiomyocytes from peroxide injury; protection from H2O2 cell death, % at 20 µM; AID 588492; 360,000 compounds, 0.63% hits; H2O2 injury protection, ATPLite, 2 h;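 active = compounds giving at least 50% protection of heart cells from peroxide-induced death in the single-dose screen, raw or plate-pattern-corrected value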;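 note: 0% = DMSO wells with peroxide and 100% = DMSO wells without peroxide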
ABCB6 inh MLPCN – blocks the human ABCB6 transporter. fluorescence ratio to DMSO, % at 10 µM. Q9NP58. K562-ABCB6 porphyrin accumulation, flow cytometry, 1 h; hits give low values. 360,000 compounds, 0.19% hits. AID 602162;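 active = fluorescence ratio to DMSO below 75%, the collection mean minus 3 SD; inconclusive = too few cells collected in the well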;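 note: signal is porphyrin accumulated inside mitochondria; 100% equals median channel fluorescence of DMSO control wells; lower ratio means ABCB6 inhibition with less porphyrin fluorescence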
Glyco luc inh – N-linked glycosylation inhibition; D54 ERlucT glycosylation luciferase reporter, 24 h; percent of 100 nM tunicamycin response; reporter increase, % at 12.5 µM; 360,000 compounds, 0.23% hits;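 active = mean luciferase reporter signal, scaled so untreated is 0 and the glycosylation-blocking control 100, at or above a set limit in every replicate; inconclusive = mean reaches the limit but not every replicate does; inactive = mean below the limit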;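 note: luciferase carries N-glycosylation sites so blocking glycosylation raises the light; 0% = median of neutral control wells and 100% = median of 100 nM tunicamycin wells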
PDI inh – PDI (human) enzyme inhibition; PDI insulin aggregation turbidity, A650, 90 min; P07237; inhibition, % at 10 µM; 350,000 compounds, 0.052% hits;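 active = mean inhibition across replicates of 30% or more, whatever share of single replicates reach that level; inconclusive = mean inhibition below 30% while every single replicate reaches 30%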;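 note: absorbance from insulin aggregation driven by PDI reduction with DTT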
Vif inh – HIV Vif inhibition. inhibition, % at 7.49 µM. 340,000 compounds, 0.35% hits. AID 602346. HEK293T cells, Vif self-association by quenched fluorescence, imaging, 24 h; in the data active = inhibition above about 50%, passing the limit was not always enough; inconclusive = no clear call, values can overlap the other calls; inactive = below about 31%; note: some results filed as inactive read as strong as hits
aDG glyco act – alpha-DG glycosylation activation; Pro5-aDG cells, alpha-DG glycosylation AlphaScreen (IIH6); 0% Pro5, 100% B10-LARGE cell signal; activation, % at 10 µM; 360,000 compounds, 0.22% hits; AID 624168;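 active = activation of at least 8% versus controls, or a plate z-score of at least 8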;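 note: Pro5 are CHO cells carrying HIG-tagged alpha-DG that lacks glycosylation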
HTR2A ag – agonists of mouse serotonin 5-HT2A receptor (HTR2A); P35363; CHO-K1 mHTR2A beta-arrestin complementation, luminescence; percent of 30 µM serotonin response; activation, % at 7.6 µM; 360,000 compounds, 0.66% hits; AID 624169;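 active = activation above a run cutoff, the mean activation of all tested compounds plus 3 SD, cut at about 14% in these data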;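 note: 0% = plate median of compound wells and 100% = 30 µM serotonin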
Target sequence (P35363 whole entry, looked up): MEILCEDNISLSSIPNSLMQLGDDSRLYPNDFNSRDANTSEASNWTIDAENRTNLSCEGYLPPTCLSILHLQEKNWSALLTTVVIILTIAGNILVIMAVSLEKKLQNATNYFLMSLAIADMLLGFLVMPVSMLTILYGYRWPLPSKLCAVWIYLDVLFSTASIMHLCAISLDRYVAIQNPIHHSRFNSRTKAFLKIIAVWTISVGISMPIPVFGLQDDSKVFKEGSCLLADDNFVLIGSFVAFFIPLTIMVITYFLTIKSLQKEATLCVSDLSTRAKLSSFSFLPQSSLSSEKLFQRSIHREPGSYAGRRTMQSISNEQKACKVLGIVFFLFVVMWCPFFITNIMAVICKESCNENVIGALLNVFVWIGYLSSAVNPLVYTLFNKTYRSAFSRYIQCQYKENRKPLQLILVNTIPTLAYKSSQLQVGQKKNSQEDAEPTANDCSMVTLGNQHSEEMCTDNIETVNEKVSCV
MC4R antag cAMP – blocks human MC4R cAMP signaling; MC4R-expressing cells, MTII-stimulated cAMP, LANCE TR-FRET; 360,000 compounds, 0.48% hits; inhibition, % at 6.5 µM;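 active = inhibition above its plate's cutoff, the mean of tested wells on that plate plus 3 SD, cut at about 29% in these data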;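 note: 0% = Melanotan II alone and 100% = Melanotan II plus saturating MCL0020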
Target sequence (P32245 whole entry, looked up): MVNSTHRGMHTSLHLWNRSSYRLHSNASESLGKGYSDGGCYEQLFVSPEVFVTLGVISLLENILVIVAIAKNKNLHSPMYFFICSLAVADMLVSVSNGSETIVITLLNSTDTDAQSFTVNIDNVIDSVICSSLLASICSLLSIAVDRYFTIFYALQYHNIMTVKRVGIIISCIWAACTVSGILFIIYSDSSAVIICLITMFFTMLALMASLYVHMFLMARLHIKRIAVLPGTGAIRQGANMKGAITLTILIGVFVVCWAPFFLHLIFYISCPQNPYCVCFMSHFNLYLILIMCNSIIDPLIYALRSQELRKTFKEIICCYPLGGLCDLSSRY
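system = U2OS cells with stable human MC4R expression | also added = Melanotan II challenge after compound preincubation | dosing = one concentration, 6.5 µM nominal | incubation = compound 30 min, challenge 1 h, detection 1 h | measured by = TR-FRET with Eu-cAMP and labeled anti-cAMP, 671 nm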
CaV13 ICDI inh – Primary screen for inhibitors of IQ motif and Ca2+-dependent inactivation inhibitor domain binding in CACNA1D, Förster resonance energy transfer in living cells, …; HEK cells, CFP/YFP FRET ICDI-IQ, plate reader, 10 min; percent FRET-ratio fall versus neutral wells; 340,000 compounds, 0.098% hits; inhibition, % at 12.3 µM;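 active = mean replicate inhibition of at least 30% and at least 1% of replicates passing that level; inconclusive = only one of the two criteria is met; inactive = neither criterion is met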;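 note: 0% = median of the neutral control wells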
MC4R barr agon – activates human MC4R beta-arrestin recruitment. P32245. U2OS MC4R beta-arrestin complementation, luminescence; percent of melanotan II response, DMSO zero. activation, % at 8.9 µM. 360,000 compounds, 0.98% hits. AID 540308;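 active = activation above a per-plate cutoff, the mean activation of sample wells on that plate plus 3 SD, cut at about 8% in these data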
Numbers without * were called inactive; i = inactive; ? = inconclusive; / = no result given.

SMILES | Cardio protect | ABCB6 inh MLPCN | Glyco luc inh | PDI inh | Vif inh | aDG glyco act | HTR2A ag | MC4R antag cAMP | CaV13 ICDI inh | MC4R barr agon
CCN(C(=O)/C=C/c1cc(OC)c(OC)c(OC)c1)C1CCCCC1 | 5 | 92 | 0 | -3 | -5 | 0.2 | 2 | -3 | -2 | -1.6
O=C(c1ccc(NS(=O)(=O)c2cccs2)cc1)N1CCCCC1 | -7 | 94 | 1 | 2 | -13 | 0.1 | 4 | 3 | -5 | 0.3
C/C(=N\NC(=O)c1[nH]c2c([N+](=O)[O-])cc(C)cc2c1-c1ccccc1)c1cccnc1 | 2 | 106 | 2 | -17 | -8 | -0.4 | 4 | 11 | / | -1.9
C=CCOc1cccc(C2C(C(=O)c3ccco3)=C(O)C(=O)N2CCN(CC)CC)c1 (configuration not stated) | 15 | 96 | -1 | 12 | ? | 0.0 | 1 | -1 | -7 | -0.8
Clc1ccc(SCCn2ccnc2)cc1 | -10 | 113 | -1 | 11 | 4 | 0.1 | -1 | 0 | / | 1.3
O=c1nc2c(-c3cccc(Br)c3)n[nH]n2c2ccccc12 | -10 | 99 | 3 | 2 | 9 | 0.2 | -1 | 6 | -3 | -2.3
C/C(=N\NC(=O)c1csc(C)c1C)c1ccc(C)s1 | 1 | 94 | 3 | -16 | 3 | 0.0 | -3 | -2 | -5 | -1.6
COc1ccc(C)cc1NC(=O)CSc1nnc(-c2ccc(C)cc2)o1 | -30 | 102 | -1 | / | 0 | 0.0 | -6 | 4 | -3 | 0.1
C=CCS(=O)(=O)N1CCC(CCOc2ccccc2)(C(=O)OCC)CC1 | -8 | 100 | -3 | -2 | -6 | -0.4 | -3 | 1 | -7 | -1.7
CSCc1c(C(=O)OCC(=O)NC2CCCCC2)oc2ccccc12 | 2 | 97 | 0 | 5 | 0 | 1.7 | 7 | -7 | -6 | 1.7
CS(=O)(=O)N(Cc1ccccc1)c1ccc(C(=O)Nc2ccccc2Sc2ccccc2)cc1 | 0 | 103 | 0 | 13 | 0 | 0.0 | 0 | 4 | -5 | 0.5
CC(=O)c1c(C)[nH]c(C(=O)OCC(=O)c2ccc3c(c2)NC(=O)CO3)c1C | 3 | 97 | -2 | -10 | -5 | 0.3 | -6 | -1 | -5 | -3.5
Cc1ccc(S(=O)(=O)NCCCCCC(=O)Nc2nccs2)cc1 | -7 | 94 | 1 | -3 | -10 | -0.2 | -7 | 0 | / | 0.6
O=C(Cc1ccccc1)NNC(=O)c1cccs1 | 4 | 148 | 2 | 9 | -3 | -0.3 | 3 | 1 | / | -1.9
Cc1ccnc2nc(C(=O)OCC(=O)NCCc3ccc(Cl)cc3)nn12 | 7 | 96 | 5 | 4 | 6 | -0.2 | 2 | 3 | -6 | 1.6
Cc1ccc(/C(N)=N/OC(=O)N2c3ccccc3Sc3ccccc32)cc1 | 5 | 99 | 3 | 2 | / | -0.1 | -3 | 1 | -5 | -1.2
COc1ccc(C2=NC(C)(C)Cc3cc(OC)c(OC)cc32)cc1OC | -3 | 99 | -1 | 16 | -2 | 0.0 | -5 | 2 | -20 | -2.2
O=c1oc2ccccc2c2c1ncn2-c1ccccc1 | 6 | 105 | 4 | -1 | 31 | 0.2 | -1 | -16 | -4 | -2.0
O=C(c1csc2c1CCCC2)N1CCCCC1 | 3 | 86 | / | 1 | / | -0.1 | 6 | 2 | -8 | 2.9
Cc1ccccc1-n1c(=O)n(CCc2ccccc2)c(=O)c2[nH]cnc21 | -8 | 105 | 0 | -1 | -6 | 0.0 | 7 | -8 | -5 | -0.2
C[C@@H]1CN([C@H](C)CO)S(=O)(=O)c2ccc(Br)cc2O[C@H]1CN(C)C(=O)C1CCCCC1 | 2 | 96 | 3 | -7 | / | 0.0 | 5 | 2 | -9 | -0.6
Fc1ccc(-c2cn(-c3ccccc3)c3[n+]2CCS3)cc1 | -4 | 99 | 1 | -2 | 1 | 0.0 | -3 | 5 | -4 | -1.9
Cc1n[nH]c(=O)nc1NCc1ccc(Cl)cc1 | -4 | 93 | 0 | -4 | / | -0.4 | 0 | -3 | / | -0.7
CC1CCCN(C(=O)COC(=O)c2cc([N+](=O)[O-])ccc2N2CCOCC2)C1 (configuration not stated) | 1 | 98 | 1 | 4 | -2 | -0.1 | -6 | -5 | -6 | -1.2
Cc1onc(-c2c(F)cccc2Cl)c1C(=O)Nc1ccc(Cl)c(S(=O)(=O)N(C)C)c1 | 5 | 97 | -2 | 0 | -2 | -0.1 | -8 | 4 | -7 | 0.2
Next entries follow:
SMILES | Cardio protect | ABCB6 inh MLPCN | Glyco luc inh | PDI inh | Vif inh | aDG glyco act | HTR2A ag | MC4R antag cAMP | CaV13 ICDI inh | MC4R barr agon
CCOc1ccc(C(=O)CN2CCN(S(=O)(=O)c3ccc(Cl)cc3)CC2)cc1 | 6 | 106 | 1 | 1 | 2 | -0.1 | -1 | 20 | 0 | 0.1
COc1cccc(NC(=O)CSc2nc(O)c(C)c(=O)n2-c2ccc(C)cc2)c1 | -1 | 101 | 1 | -5 | -2 | -0.2 | -2 | 4 | -3 | -0.3
CC(C)c1ccccc1NC(=O)COC(=O)c1ccc(Cl)c(S(=O)(=O)N2CCCCCC2)c1 | -15 | 90 | 0 | -5 | -9 | -0.1 | 1 | 12 | -6 | 0.1
CC(=O)N1CCCC(C)(C(=O)Nc2cccc(OC(C)C)c2)C1 (configuration not stated) | -1 | 98 | 0 | 0 | -2 | 0.6 | 4 | 6 | -5 | -1.6
COc1ccc2[nH]cc(C=O)c2c1 | 4 | 99 | 1 | 7 | 7 | 0.0 | -2 | 4 | -4 | -2.6
COc1ccc2sc3ccccc3c(=O)c2c1OC | 10 | 100 | 1 | -1 | -2 | -0.1 | -1 | 5 | / | -0.3
C=CCNC(=O)CN1C(=O)CSc2ccc(S(=O)(=O)N3CCOCC3)cc21 | 2 | 99 | 0 | -3 | 4 | -0.1 | -2 | 4 | -8 | -1.7
COc1ccc(C(=O)C2CCCN(C(=O)C3=CCCC3)C2)c(C)c1 (configuration not stated) | -5 | 97 | -2 | -1 | -2 | 0.2 | 0 | -3 | -6 | -1.8
Cc1cnc(C(=O)OCC(=O)c2ccc(F)c(F)c2)cn1 | 4 | 97 | 1 | 7 | -3 | 0.2 | 6 | 6 | -6 | -0.9
Cc1csc(NC(=O)CSc2nc(C)nc3c2c(=O)n(C)c(=O)n3C)n1 | 25 | 103 | 0 | / | / | 0.3 | -1 | 8 | 13 | 0.3
Cc1ccc(S(=O)(=O)NC(CC(C)C)C(=O)Nc2nccs2)cc1 (configuration not stated) | 0 | 198 | 7 | -8 | / | -0.2 | -1 | 7 | -3 | 0.7
COCC(=O)NC1(c2nnnn2CCOC(=O)Nc2ccc(Cl)cc2)CCCCC1 | 1 | 106 | 0 | 10 | -3 | -0.3 | -3 | 14 | -8 | 1.5
O=C(/C=C/c1cn(-c2ccccc2)nc1-c1ccccc1)Nc1ccc(C(=O)O)cc1 | -5 | 102 | 16 | 0 | -4 | -0.2 | -1 | 16 | -6 | 2.4
Cc1csc(C2=C(O)CN(CCc3ccccc3)C2=N)n1 | 1 | 102 | 2 | 0 | 1 | 0.1 | 1 | -4 | / | 0.6
CCOc1cc(-c2sc(Nc3ccc(CC)cc3)n[n+]2-c2ccccc2)ccc1OC | -6 | 103 | 2 | 3 | -5 | 0.0 | 0 | 8 | -9 | -2.3
CCc1ccc(NC(=O)CCc2nc3ccccc3[nH]2)cc1 | -5 | 96 | 2 | -2 | -3 | 0.0 | 1 | 11 | 0 | -1.3
O=C(C1CC1)N1CCc2cc(Br)cc(S(=O)(=O)NCCCN3CCCC3)c21 | 3 | 93 | 1 | -8 | 18 | -0.1 | -1 | -2 | -4 | -2.8
CCc1cc2c(=O)n(-c3ccccc3)c(SCC(N)=O)nc2s1 | 3 | 97 | 3 | -13 | -16 | 0.0 | 4 | 10 | -6 | -1.3
CC(C)Oc1ccc(CNC(=O)c2ccc3nc(N4CCOCC4)sc3c2)cc1 | -20 | 98 | -2 | -2 | -1 | -0.1 | -1 | 1 | -7 | 0.2
CCC(=O)Nc1cccc(-c2cn3ccccc3n2)c1 | 5 | 97 | 1 | 3 | -1 | 0.2 | 1 | 7 | -5 | -2.4
O=[N+]([O-])c1ccc(N2CCOCC2)cc1SCc1ccco1 | 10 | 101 | 0 | 0 | -10 | -0.1 | 6 | 3 | -2 | 2.2
O=C(CC1C(=O)NCCN1Cc1ccc(Cl)c(F)c1)NCCc1cccnc1 (configuration not stated) | 2 | 98 | 2 | -1 | -1 | -0.2 | 2 | -3 | -7 | -0.2
CCN(CC)c1ncnc2sc(C(=O)N3CCN(c4ccccc4)CC3)c(C)c12 | 15 | 77 | 2 | -18 | -2 | -0.1 | -1 | 3 | 0 | -1.4
O=C(OCc1ccc([N+](=O)[O-])cc1)C1CC(=O)N(c2ccccc2)C1 (configuration not stated) | -1 | 95 | 0 | -9 | -9 | -0.1 | 2 | -2 | -7 | -0.7
Cc1cccn2c(=O)c(/C=C(\C#N)C(N)=O)c(N3CCN(c4ccccc4)CC3)nc12 | 14 | 103 | -2 | 10 | -1 | -0.1 | -2 | 3 | -2 | -1.9
The results go on:
SMILES | Cardio protect | ABCB6 inh MLPCN | Glyco luc inh | PDI inh | Vif inh | aDG glyco act | HTR2A ag | MC4R antag cAMP | CaV13 ICDI inh | MC4R barr agon
COc1ccccc1OCc1nnc(SCC(=O)Nc2ccc(N3CCOCC3)cc2)n1C | 0 | 90 | 0 | 1 | 2 | -0.1 | 4 | 2 | -3 | 0.7
Nc1nc(NC(=O)c2ccc(F)cc2)ns1 | 1 | 104 | 2 | -2 | -5 | 0.3 | 5 | 5 | -6 | 0.6
Cc1ccc(-c2cc(C(=O)Nc3ccc(S(=O)(=O)N4CC(C)OC(C)C4)cc3)[nH]n2)c(O)c1 (configuration not stated) | -24 | 99 | -5 | 1 | -15 | 0.4 | 2 | 9 | -15 | -1.0
CCC(C)(C)n1nnnc1C(C(C)C)N(Cc1ccco1)Cc1cc2cc3c(cc2[nH]c1=O)OCO3 (configuration not stated) | 5 | 99 | -1 | 2 | 12 | 0.6 | -1 | 11 | -11 | -1.6
O=C(Nc1cc(F)cc(F)c1)c1ccc(NCCc2ccccc2)c([N+](=O)[O-])c1 | -9 | 98 | -3 | 0 | i | -0.3 | -6 | -4 | -7 | 10*
CC1CCN(c2oc(-c3ccc(F)cc3)nc2C#N)CC1 | 4 | 96 | -1 | -2 | 3 | 0.1 | -2 | 4 | -4 | -0.1
Cc1nnc(SCC(=O)N(C)c2ccccc2)n1Cc1ccccc1 | -3 | 100 | 2 | -11 | 7 | 0.7 | 4 | -1 | -3 | -0.1
